pPAFAH FP inh = pPAFAH enzyme inhibitors, primary screen, biochemical, fluorescence polarization, human. Platelet-activating factor acetylhydrolase (Homo sapiens), Q13093. recombinant pPAFAH, FP-rhodamine probe fluorescence polarization. inhibition, % at 3.39 µM. actives 1.5% (n = 330,000). AID 463082, 2010;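 active = inhibition above the mean inhibition across the screen plus 3 SD, cut at about 25% in these data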;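 note: inhibitors block binding of the rhodamine activity-based probe so polarization drops; 0% = enzyme with DMSO and 100% = wells lacking pPAFAH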
Target sequence (Q13093 whole entry, looked up): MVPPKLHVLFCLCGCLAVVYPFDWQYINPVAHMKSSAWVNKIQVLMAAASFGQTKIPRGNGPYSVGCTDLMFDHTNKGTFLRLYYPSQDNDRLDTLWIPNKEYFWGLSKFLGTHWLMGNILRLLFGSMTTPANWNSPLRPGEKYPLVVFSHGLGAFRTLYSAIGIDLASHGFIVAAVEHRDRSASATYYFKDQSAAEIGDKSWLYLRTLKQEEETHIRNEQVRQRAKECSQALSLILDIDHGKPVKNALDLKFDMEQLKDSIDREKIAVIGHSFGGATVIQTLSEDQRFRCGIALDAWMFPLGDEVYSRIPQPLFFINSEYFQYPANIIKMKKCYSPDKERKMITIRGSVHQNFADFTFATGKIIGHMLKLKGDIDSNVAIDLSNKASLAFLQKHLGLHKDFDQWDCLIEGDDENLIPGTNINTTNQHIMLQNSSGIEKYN
GSTO1 inh = inhibitors of recombinant GSTO1, primary screen, counter-screen for RBBP9 inhibitor project, biochemical, fluorescence polarization; Glutathione S-transferase omega-1 (Homo sapiens), P78417; actives 1.1% (n = 300,000); AID 1974, 2009; activity-based probe fluorescence polarization; inhibition, % at 5.96 µM;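 active = inhibition above the campaign mean inhibition plus 3 SD, cut at about 35% in these data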;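 note: 0% = GSTO1-1 with DMSO and 100% = wells lacking GSTO1-1 enzyme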
PAFAH2 inh = PAFAH2 enzyme inhibitors, primary screen, biochemical, fluorescence polarization, human | actives 0.99% (n = 340,000) | recombinant PAFAH2, FP-rhodamine activity probe | Platelet-activating factor acetylhydrolase 2, cytoplasmic (Homo sapiens), Q99487 | inhibition, % at 3.39 µM;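 active = inhibition above the mean over all tested compounds plus 3 SD, cut at about 30% in these data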;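 note: inhibitors block probe labeling of enzyme so polarization drops; 0% = enzyme with DMSO and 100% = wells lacking PAFAH2 protein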
LYPLA2 counter = LYPLA2 inhibitors, primary screen, counter-screen for PME1 inhibitor project, biochemical, fluorescence polarization, FP-Rh probe ABPP; inhibition, % at 5.9 µM; recombinant LYPLA2; AID 2177, 2009; actives 0.38% (n = 320,000); Acyl-protein thioesterase 2 (Homo sapiens), O95372;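 active = inhibition above the screen-wide mean plus 3 SD, limit set per campaign, cut at about 26% in these data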;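 note: 0% = LYPLA2 with DMSO and 100% = wells lacking LYPLA2 enzyme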
Target sequence (O95372 whole entry, looked up): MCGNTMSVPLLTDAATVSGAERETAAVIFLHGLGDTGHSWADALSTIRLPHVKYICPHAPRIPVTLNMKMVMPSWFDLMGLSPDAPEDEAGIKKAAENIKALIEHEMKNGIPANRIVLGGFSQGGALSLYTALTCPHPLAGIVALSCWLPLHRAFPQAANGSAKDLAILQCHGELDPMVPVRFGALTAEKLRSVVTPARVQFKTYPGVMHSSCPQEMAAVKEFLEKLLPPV
PAFAH1B2 inh = PAFAH1B2 enzyme inhibitors, primary screen, biochemical, fluorescence polarization, human | AID 492953, 2010 | recombinant PAFAH1B2, FP-rhodamine activity probe | Platelet-activating factor acetylhydrolase IB subunit alpha2 (Homo sapiens), P68402 | inhibition, % at 3.39 µM | actives 1.2% (n = 340,000);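 active = inhibition above the mean of all tested compounds plus 3 SD, cut at about 24% in these data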;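 note: 0% = enzyme with DMSO and 100% = wells lacking PAFAH1B2; many of its hits are not listed in these tables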
PAFAH1B3 FP inh = PAFAH1B3 enzyme inhibitors, primary screen, biochemical, fluorescence polarization, human; Platelet-activating factor acetylhydrolase IB subunit alpha1 (Homo sapiens), Q15102; inhibition, % at 3.39 µM; actives 0.28% (n = 340,000); recombinant PAFAH1B3, FP-rhodamine probe; AID 492972, 2010;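 active = inhibition above the screen-wide average of all tested compounds plus 3 SD, cut at about 25% in these data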;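 note: 0% = enzyme with DMSO only and 100% = wells lacking PAFAH1B3 protein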
Target sequence (Q15102 whole entry, looked up): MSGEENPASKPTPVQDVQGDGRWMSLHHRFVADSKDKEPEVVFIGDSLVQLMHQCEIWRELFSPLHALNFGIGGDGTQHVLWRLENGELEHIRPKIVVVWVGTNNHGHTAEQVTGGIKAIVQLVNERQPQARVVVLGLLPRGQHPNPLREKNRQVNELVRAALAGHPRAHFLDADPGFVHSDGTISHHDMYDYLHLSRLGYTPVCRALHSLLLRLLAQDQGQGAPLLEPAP
PAD4 inh = human PAD4 inhibitors, primary screen, biochemical, fluorescence polarization, 1536-well format | Protein-arginine deiminase type-4 (Homo sapiens), Q9UM07 | recombinant PAD4, RCA probe fluorescence polarization | inhibition, % at 6.36 µM | actives 0.41% (n = 330,000);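 active = percent inhibition above a cutoff equal to the mean of all tested compounds plus 3 SD, cut at about 15% in these data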;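 note: 0% = PAD4 with RCA probe and DMSO and 100% = probe without PAD4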
PREPL inh = PREPL enzyme inhibitors, primary screen, biochemical, fluorescence polarization | recombinant PREPL, fluorescence polarization activity-based probe | inhibition, % at 5.96 µM | actives 0.68% (n = 320,000); in the data active = inhibition above about 43%;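 note: 0% = enzyme with DMSO and 100% = wells lacking enzyme; many of its hits are not listed in these tables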
LYPLA1 counter = LYPLA1 inhibitors, primary screen, counter-screen for PME1 inhibitor project, biochemical, fluorescence polarization, FP-Rh probe ABPP; Acyl-protein thioesterase 1 (Homo sapiens), O75608; recombinant LYPLA1; inhibition, % at 5.9 µM; actives 0.16% (n = 320,000);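 active = inhibition above the mean of all tested compounds plus 3 SD, set per campaign, cut at about 14% in these data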;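 note: inhibitors block serine hydrolase probe labeling of LYPLA1 so polarization falls; 0% = enzyme with DMSO and 100% = wells lacking LYPLA1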
Active calls of the source: *; . = no result given.

SMILES	pPAFAH FP inh	GSTO1 inh	PAFAH2 inh	LYPLA2 counter	PAFAH1B2 inh	PAFAH1B3 FP inh	PAD4 inh	PREPL inh	LYPLA1 counter
COCCCNC(=O)CNC(=O)c1cn(-c2ccccc2OC)c(=O)c2ccccc12	-1	2	-6	-4	0	6	-2	-5	-3
CN(C)c1ccc(/C=N/NC(=O)CN2CCCCC2)cc1Br	2	3	1	2	3	13	-3	2	0
c1ccc2c(c1)[nH]c1c(N3CCCC3)ncnc12	1	-10	0	-2	0	-6	1	10	2
S=C(NCCN1CCOCC1)N/N=C/c1ccccc1	0	-3	-2	3	6	6	2	0	1
O=C(O)c1c(-c2ccccc2)oc2ccc(O)cc12	1	0	-3	6	6	7	3	3	-1
Cc1nc2ccccc2n1C(=O)c1ccccc1[N+](=O)[O-]	0	-1	-5	0	1	3	1	-5	0
CC(C)(C)NS(=O)(=O)CC12CCC(CC1=O)C2(C)C (centres undefined)	0	-3	4	-6	-1	-3	1	5	-1
Cc1c(CCO)c(=O)oc2n[nH]c(-c3ccccc3)c12	1	-1	9	-3	3	4	-3	-8	-2
CCOC(=O)NCC(C#CCN(CC)CC)N(CC)CC (centres undefined)	6	-8	12	4	3	11	2	5	3
CCOC(=O)c1nn(-c2ccc(C)cc2)c(=O)cc1OCC(=O)N1CCN(c2ccccc2)CC1	5	10	7	14	0	6	-3	24	3

Some of the entries so far, as comma-separated lines.
SMILES,pPAFAH FP inh,GSTO1 inh,PAFAH2 inh,LYPLA2 counter,PAFAH1B2 inh,PAFAH1B3 FP inh,PAD4 inh,PREPL inh,LYPLA1 counter
S=C(NCCN1CCOCC1)N/N=C/c1ccccc1,0,-3,-2,3,6,6,2,0,1
O=C(O)c1c(-c2ccccc2)oc2ccc(O)cc12,1,0,-3,6,6,7,3,3,-1

New compounds follow.
SMILES	pPAFAH FP inh	GSTO1 inh	PAFAH2 inh	LYPLA2 counter	PAFAH1B2 inh	PAFAH1B3 FP inh	PAD4 inh	PREPL inh	LYPLA1 counter
COc1cc(CN2CCN(C(=O)CC(C)C)CC2)cc(OC)c1O	1	6	2	-7	2	6	8	-7	-2
CCOC(=O)c1c(C)oc2c1cc(NS(=O)(=O)c1ccc(C(=O)O)cc1)c1ccccc12	29*	24	10	-5	4	7	-15	8	0
COc1ccc(NC(=O)N2CCN(c3cccc(C(F)(F)F)c3)CC2)cc1OC	11	8	-10	6	2	4	2	25	-3
C=CCN(c1ccc(Cl)cc1)S(=O)(=O)c1cccc(C(=O)OCC(=O)N(C)C)c1	2	-3	0	2	27*	5	0	-4	0
O=C(NCCCN1CCCC1=O)c1cccc(S(=O)(=O)N2CCCCC2)c1	-3	.	4	-4	2	6	-1	16	-1
Cc1cc2nc(-c3ccccc3)cc(=O)n2[nH]1	7	-1	0	1	9	4	-8	-1	2
C[C@H]1CN=C(Nc2ccccc2)N1CCCC1CCCCC1	0	5	-9	1	-1	-1	-2	-23	2
O=C(CSc1nnc(CNc2ccc(F)cc2)n1CC1CCCO1)Nc1ccccc1 (centres undefined)	1	11	13	3	10	12	-2	2	-3
COCCNC(=O)C(c1ccc(F)cc1)N(CCOC)C(=O)CCC(=O)Nc1ccccn1 (centres undefined)	-4	5	-6	-3	2	-1	-7	9	0
Cc1cc2occ(CC(=O)O)c2cc1C	0	-1	-1	3	6	5	-4	-4	0
Cc1ccccc1NC(=O)NCC1CCN(Cc2cccc(Cl)c2)CC1	-5	0	-6	-2	-1	5	-7	5	0
O=C(Nc1cc(Cl)ccc1N1CCOCC1)C1=COCCO1	4	3	-2	-2	4	4	2	4	0
Cc1cc(C)c(NC(=O)CSc2nc3ccc(NC(=O)CSc4nnnn4-c4ccccc4)cc3s2)c(C)c1	4	-6	-12	-8	-2	-4	-1	-1	-2
CC(=O)Nc1c(S(=O)(=O)c2ccccc2)c2nc3ccccc3nc2n1Cc1ccccc1	10	1	9	-4	2	5	1	2	-2
O=C1CC/C=C\C[C@@H](CC(=O)N(CCO)Cc2ccccc2)C(=O)NC[C@@H](c2ccccc2)O1	2	.	12	.	7	-2	2	5	.
CC(=O)c1ccc(OCCCC(=O)NNC(=O)c2ccccn2)cc1	1	.	6	-4	-4	11	2	1	0
O=C(O)/C=C/c1cn(Cc2ccccc2)nc1-c1cccnc1	0	-5	-6	2	0	4	1	-1	3
CCOc1ccc(NC(=O)CN(C)C(=O)c2cc(C)oc2C)cc1OCC	6	4	-1	5	4	-2	1	8	-3
COc1ccc(CC(NC(C)=O)C(=O)NC2CCN(S(=O)(=O)c3ccccc3)CC2)c(OC)c1 (centres undefined)	2	-3	-4	-3	-3	0	-6	5	-1
CCOc1ccc(NC(=O)CN(C)C(=O)c2ccc(C)o2)cc1OCC	2	0	-2	-1	2	8	-1	7	0

Shown as a hit in PAFAH1B2 inh, of those listed so far:
Compound,pPAFAH FP inh,PAFAH2 inh,PAFAH1B2 inh,PAFAH1B3 FP inh,PAD4 inh,PREPL inh
C=CCN(c1ccc(Cl)cc1)S(=O)(=O)c1cccc(C(=O)OCC(=O)N(C)C)c1,2,0,27*,5,0,-4

Further structures follow:
SMILES	pPAFAH FP inh	GSTO1 inh	PAFAH2 inh	LYPLA2 counter	PAFAH1B2 inh	PAFAH1B3 FP inh	PAD4 inh	PREPL inh	LYPLA1 counter
CC(C)CN(C(=O)c1cccc(S(=O)(=O)N2CCN(C)CC2)c1)C1CCS(=O)(=O)C1 (centres undefined)	3	-4	-4	-1	0	1	3	-4	-3
CCN(CC)C(=O)c1[nH]cnc1C(=O)Nc1ccc(Cl)cc1	1	.	8	-1	7	1	-3	6	-2
CCCS(=O)(=O)N1CCN(CCCc2ccccc2)CC1	-3	-5	-3	6	0	9	-2	10	3
O=C(Nc1cc2cccc([N+](=O)[O-])c2oc1=O)c1cccs1	-3	2	2	0	-1	6	-8	10	1
COc1cccc(Cn2nnc3c(=O)[nH]c(C4CCCN(C(=O)c5ccccc5Cl)C4)nc32)c1 (centres undefined)	2	4	4	-1	3	8	-3	-1	2
COc1ccc(NC(=O)/C(=C\c2ccncc2)NC(=O)c2ccccc2)cc1	-1	4	0	1	4	6	0	23	5
O=c1c2ccccc2nc2n1CC/C2=C/N1CCN(c2cccc(C(F)(F)F)c2)CC1	18	22	33*	9	23	21	-3	20	3
COc1ccc(Cl)cc1Nc1nc(C)nc2c1nnn2Cc1ccccc1	5	-2	0	-5	3	2	6	6	-4
c1ccc(CCN(Cc2ccccc2)C2CCN(C3CCCC3)CC2)cc1	-6	-6	-3	-3	2	5	-4	3	1
CC1=C(C/C=C(\C)CCC[C@H](C)CCC[C@H](C)CCCC(C)C)C(=O)c2ccccc2C1=O	4	8	.	-9	.	.	-22	-4	-3
Cc1cnc(C(=O)OCC(=O)c2ccc(C)s2)cn1	2	.	0	5	5	5	3	2	1
COc1ccc(S(=O)(=O)Nc2ccc(S(=O)(=O)NCC3CCCO3)cc2)cc1 (centres undefined)	5	11	-3	1	20	9	-2	-9	-2
O=C1Cc2ccccc2Sc2ccc(Cl)cc21	3	-4	-8	-10	6	6	-2	8	0
COc1ccc(NS(=O)(=O)c2cccc(C(=O)NC3CCC(O)CC3)c2)cc1 (centres undefined)	17	0	-11	-8	1	4	-2	-2	-4
Cc1nc2ccccc2c(=O)n1NC(=O)c1c(O)c2c(n(CC(C)C)c1=O)CCCC2	1	8	2	5	10	9	6	4	3
O=C(Nc1nc2ccccc2s1)c1cc(-c2ccccc2)nn1-c1ccccc1	-3	-8	-7	-7	-8	-2	1	5	-9
CC1C/C(=C/c2ccccn2)C(=O)/C(=C/c2ccccn2)C1 (centres undefined)	-1	2	-3	7	2	-4	4	9	3
COc1ccc(-c2nc(C(=O)NCC3CCCO3)cc3c2[nH]c2ccccc23)cc1 (centres undefined)	-7	-20	-26	-28	6	0	-6	10	-23
CC(C)Cn1c2ccccc2c2cc(C(=O)O)ccc21	3	-4	2	0	29*	3	0	7	1
COc1ccc(NC(=O)CNC(=O)c2cccs2)cc1Cl	-1	-3	-5	4	2	-2	2	8	4
CCC/C(=N/NC(=O)c1cccc(Cl)c1)c1ccccc1	4	1	-1	-6	6	7	-3	3	0
CC1=C(C(=O)OCC(C)C)C23C(=O)c4ccccc4C2(O1)OC(N)=C3C#N (centres undefined)	10	5	16	-1	6	2	0	5	-3
COCc1c(C(=O)N2CCN(Cc3nc4ccccc4s3)CC2)oc2ccccc12	-7	.	2	-7	-3	0	-5	14	0
C/C(=C\C(=O)c1ccc(Br)cc1)NCc1ccc(C)cc1	1	4	-4	0	-4	9	3	-16	-2
Cc1ccnc(NC(=O)CCCOc2ccccc2)c1	-2	-3	-13	3	0	10	-11	-5	-2
Cc1cc2c(=O)n(C)c(SCC(=O)Nc3cccc(F)c3)nc2s1	5	-3	2	23	10	11	-2	-23	-1
CC(=O)n1nc(-c2ccccc2)cc1-c1ccccc1	13	-2	2	0	0	5	-1	-8	0
CC(=O)NC12CC3CC(C1)CC(C(=O)OCC(=O)Nc1ncc(Cl)c(C)c1Cl)(C3)C2	21	13	18	-2	1	3	-6	4	1
Cc1cc(C)c(C#N)c(SCC(=O)NC2CC2)n1	4	3	-4	0	0	-6	4	3	0
CC1C/C(=N/Nc2ccc([N+](=O)[O-])cc2[N+](=O)[O-])CC(C)(C)C1 (centres undefined)	4	-3	-8	0	5	-1	-1	-3	3

Full records, looked up by structure. Order of screens: pPAFAH FP inh | GSTO1 inh | PAFAH2 inh | LYPLA2 counter | PAFAH1B2 inh | PAFAH1B3 FP inh | PAD4 inh | PREPL inh | LYPLA1 counter
CC(=O)n1nc(-c2ccccc2)cc1-c1ccccc1 in the list: 13 | -2 | 2 | 0 | 0 | 5 | -1 | -8 | 0
COCc1c(C(=O)N2CCN(Cc3nc4ccccc4s3)CC2)oc2ccccc12 in the list: -7 | . | 2 | -7 | -3 | 0 | -5 | 14 | 0
Cc1cc(C)c(C#N)c(SCC(=O)NC2CC2)n1 in the list: 4 | 3 | -4 | 0 | 0 | -6 | 4 | 3 | 0
CC1C/C(=N/Nc2ccc([N+](=O)[O-])cc2[N+](=O)[O-])CC(C)(C)C1 (centres undefined) in the list: 4 | -3 | -8 | 0 | 5 | -1 | -1 | -3 | 3
CC1=C(C(=O)OCC(C)C)C23C(=O)c4ccccc4C2(O1)OC(N)=C3C#N (centres undefined) in the list: 10 | 5 | 16 | -1 | 6 | 2 | 0 | 5 | -3

Bioassay records as filed in PubChem BioAssay.

An excerpt; count on the stated rates, not on these rows.
